Bioassay records from PubChem BioAssay.
BRCA1 expr act – qHTS Assay to Identify Small Molecule Activators of BRCA1 Expression; MCF7-BRCA1-FFLuc reporter, luminescence, 48 h; response scale: scaled: vehicle 0%, 10 µM genistein 100%; 1.1% of 380,000 active; Potency, µM (highest dose often 46.1 µM), for inactives: top-dose activation, usual class: activators; further: potency means the concentration at half of the fitted maximal effect; nearly all actives have a fitted effect of over 80% in size; some results filed as inactive show a strong effect at the top dose
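Compounds are tested at multiple concentrations on MCF7 BRCA1-luciferase reporter cells seeded at 2000 per well; after 48 h, a single luminescence end-point is taken and curves fitted to the normalized data.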
TCR act – Activators of T cell receptors: qHTS campaign; primary human leukocytes, anti-CD3, IL-2 HTRF, 48 h; Potency, µM (titrated, usually from 9.22 µM), inactives show at the top dose activation of IL-2 secretion, most hits filed as activators; 330,000 tested, under 10 active; AID 504894, 2011; further: % of control where 0% means no effect
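Readout: HTRF IL-2, Eu-cryptate/d2 antibody pair, 320nm excitation, 665nm emission. Stimulus: a-CD3 beads, no co-stimulation. Cells: primary human leukocytes. Exposure: 48 hr with compound.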
ELG1 repair inh – qHTS screen for small molecules that inhibit ELG1-dependent DNA repair in human embryonic kidney (HEK293T) cells expressing luciferase-tagged ELG1; HEK293T ELG1-luciferase reporter, luminescence, 16 h; DNA damage induced by 5-fluorouridine; Potency, µM (titrated, usually from 46.1 µM), without a hit: at the top dose activity change, negative = inhibition, hits mostly inhibitors; 2.3% of 330,000 active; AID 504467, 2011; further: potency means the concentration at half of the fitted maximal effect; on the % scale 0 is the no-effect control and ±100 the full control effect; nearly all actives have a fitted effect of over 55% in size
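Cells (2,000 per well) received 5-fluorouridine plus test compound or DMSO and were incubated 16 hr at 37 °C, 5% CO2. Luciferase activity was read by luminescence 30 min after ONE-Glo addition; signal suppression marked inhibition of damage-induced ELG1 function.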
TSG101-PTAP inh – qHTS Assay for Iinhibitors of HIV-1 Budding by Blocking the Interaction of PTAP/TSG101 | Tumor susceptibility gene 101 protein (Homo sapiens), Q99816 | Fluorescence polarization, FITC-PTAP peptide / Tsg101 binding | Potency, µM (highest dose often 115 µM), for inactives: at the top dose activity change, negative = inhibition, usual class: inhibitors | 340,000 tested, under 10 active; active means well fitted inhibition curve with a large enough effect in the main read-out, with a control signal flat, not every such curve was filed as active; inconclusive means small, poorly fitted or top-dose-only effect, or effect the other way, or a change in a side signal; inactive means no such curve, though single readings can be large or run the other way; further: potency means the concentration at half of the fitted maximal effect; % of control where 0% means no effect
Target sequence (Q99816 whole entry, looked up): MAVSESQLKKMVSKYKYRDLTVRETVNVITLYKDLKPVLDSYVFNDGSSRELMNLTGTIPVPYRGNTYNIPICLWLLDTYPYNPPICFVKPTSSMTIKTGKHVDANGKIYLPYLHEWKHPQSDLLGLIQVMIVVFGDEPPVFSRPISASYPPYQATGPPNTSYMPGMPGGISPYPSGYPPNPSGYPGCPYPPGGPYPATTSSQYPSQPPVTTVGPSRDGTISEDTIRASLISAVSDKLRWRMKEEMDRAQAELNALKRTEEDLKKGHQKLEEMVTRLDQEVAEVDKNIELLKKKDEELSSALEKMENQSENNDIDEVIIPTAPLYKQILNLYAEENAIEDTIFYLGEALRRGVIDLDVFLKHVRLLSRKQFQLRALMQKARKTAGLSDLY
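FP read-out: FITC-PTAP peptide, 50 nM final, binding Tsg101 binding domain, 10 uM final; 20 min, r.t.; 10 mM HEPES pH 7.5, 0.15 M NaCl, 0.01% Tween 20, 3 mM EDTA, 0.1 mM TCEP.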
p53 reactivation – qHTS assay for re-activators of p53 using a Luc reporter. H1299 p53-A138V BP100-luciferase reporter, luminescence, 24 h. 0.063% of 320,000 active. Potency, µM (top dose mostly 92.2 µM), for the others: at the top dose activity change, positive = activation, actives largely listed as activators; further: potency means the concentration at half of the fitted maximal effect; % of control where 0% means no effect; nearly all actives have a fitted effect of over 45% in size
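p53-null H1299 cells stably carrying temperature-sensitive p53-A138V and a BP100-luciferase reporter were pinned with compounds (4-point, 1:5 series) and held 24 hrs at 37 deg C. Luminescence was read 10 min after detection reagent.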
B2AR arrestin – qHTS assay of beta-arrestin-biased ligands of beta2-adrenergic receptor | beta-arrestin recruitment to beta2AR, cell-based reporter | Potency, µM (series often up to 46.1 µM), for inactives: top-dose activation, most hits filed as activators | 0.02% of 330,000 active | AID 492947, 2010;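 further: potency means the concentration at half of the fitted maximal effect; 0% = DMSO controls and full agonism = EC100 isoproterenol or metaproterenol; nearly all actives have a fitted effect of over 65% in size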
Target sequence (P07550 whole entry, looked up): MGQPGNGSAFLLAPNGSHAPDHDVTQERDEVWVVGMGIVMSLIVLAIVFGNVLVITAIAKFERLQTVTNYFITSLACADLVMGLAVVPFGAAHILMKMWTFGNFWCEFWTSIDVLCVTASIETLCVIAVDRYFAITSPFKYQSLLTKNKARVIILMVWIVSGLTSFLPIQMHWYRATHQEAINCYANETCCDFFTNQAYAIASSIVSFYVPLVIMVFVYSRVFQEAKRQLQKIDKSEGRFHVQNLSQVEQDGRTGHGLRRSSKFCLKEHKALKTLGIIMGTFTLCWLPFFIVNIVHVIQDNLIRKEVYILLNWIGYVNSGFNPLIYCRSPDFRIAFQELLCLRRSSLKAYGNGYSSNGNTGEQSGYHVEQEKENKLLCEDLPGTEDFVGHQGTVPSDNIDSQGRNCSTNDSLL
Integrin act MD – qHTS for Activators of Integrin-Mediated Alleviation for Muscular Dystrophy; Potency, µM (titrated, usually from 38.3 µM), for the others: at the highest dose activation, hits mostly activators; alpha7betagal myoblasts, beta-gal FDG fluorescence, 48 h; 0.064% of 350,000 active;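 further: potency means the concentration at half of the fitted maximal effect; 100% = response of the positive control SU9516; nearly all actives have a fitted effect of over 60% in size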
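Alpha7betagal+/- myoblasts (passage 13) were plated 16-24 hr, then exposed to compounds (1:260 dilution of DMSO stock) for 48 hours at 37C. After MPER lysis, β-galactosidase reporter activity was read as FDG fluorescence (ex 480/em 540) after 30 minutes.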
A-T KAP1 phos – qHTS Assay for Identifying a Potential Treatment of Ataxia-Telangiectasia; […] A-T fibroblasts, KAP-1 phosphorylation AlphaLISA; neocarzinostatin DNA damage 30 min before lysis; Potency, µM (series often up to 57.5 µM), for the others: at the top dose activation, usual class: activators; 0.19% of 320,000 active; AID 485349, 2010; further: potency means the concentration at half of the fitted maximal effect; % of control where 0% means no effect; nearly all actives have a fitted effect of over 45% in size
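hTERT-immortalized A-T patient fibroblasts ([…]), 500 cells/well in OPTI-MEM, 1% FBS, got compounds for 60 min, then NCS for 30 min at 37C. Lysates were then assayed for phospho-KAP-1 by AlphaLISA (anti-pKAP1 donor, anti-KAP1 acceptor beads), 6 hr at 25C.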
CXXC DNA block – qHTS Fluorescence Polarization Assay for Inhibitors of MLL CXXC domain - DNA interaction; Histone-lysine N-methyltransferase 2A (Homo sapiens), Q03164; MLL-CXXC / FITC-HOXA9 DNA fluorescence polarization; Potency, µM (titrated, usually from 115 µM), inactives show top-dose activity change, negative = inhibition, actives largely listed as inhibitors; 0.037% of 290,000 active; AID 2662, 2010; active means well fitted inhibition curve with a large enough effect in the polarisation, with a control signal flat, not every such curve was filed as active; inconclusive means small, poorly fitted or top-dose-only effect, or effect the other way, or a change in a side signal; inactive means no such curve, though single readings can be large or run the other way; the % refers to the polarisation; further: potency means the concentration at half of the fitted maximal effect
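Steps: dispense CXXC domain solution (7 uM) → pin compounds or unlabeled HOX-A9 DNA control → 5 min ambient → add FLSN-HOX-A9 solution (50 nM) → spin → 30 min ambient → fluorescence polarization. Tris pH 7.5/NaCl/DTT/BSA buffer.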
TRPV1 ag – HTS Assay for Compounds that Act as Agonists of the Vanilloid Receptor 1; Transient receptor potential cation channel subfamily V member 1 (Homo sapiens), Q8NER1; TRPV1-expressing cells, Fluo-8 calcium influx, agonist mode; activation, % at 8.33 µM; 0.19% of 320,000 active; AID 540275, 2011; in the data active means activation above about 80%; inconclusive means between about 30% and that limit; further: 0% is about no effect
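Fluo-8 calcium influx in TRPV1-expressing cells, kinetic read (ex 480/em 520 nm). Compound added and read 3 min for agonist activity, followed by capsaicin at EC20 final and 2 min further read for enhancement.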
* = called active by the depositor; u = inconclusive; x = not tested or not shown; [ ] = another dose, or the depositor's remark. Unless noted, the call rests on the fitted dose curve; in most records, active means well fitted curve in the direction sought with a large enough effect; inconclusive means small, poorly fitted or top-dose-only effect, or another doubt; inactive means no such curve, though single readings can be large; an effect the other way counts as inactive or inconclusive. Compounds as they come; 3.8% or so of the library scored in one or more.

SMILES	TCR act	ELG1 repair inh	CXXC DNA block	TSG101-PTAP inh	p53 reactivation	TRPV1 ag	Integrin act MD	BRCA1 expr act	B2AR arrestin	A-T KAP1 phos
COc1ccc(NS(=O)(=O)c2cccc(NC(=O)CCS(=O)(=O)c3ccccc3)c2)cc1	-1%	u	17%	-6%	2%	3	u	-35%	-0.9%	-1%
CN(c1ccccc1)S(=O)(=O)c1cccc(C(=O)Nc2nccs2)c1	8%	-13%	6%	0%	-3%	27	6%	37%	-0.2%	17%
N#C/C(Cn1c[n+](NC(=O)Nc2ccccc2)cn1)=N/O	-2%	29%	7%	0%	x	6	8%	28%	-0.1%	0%
CCN(CC)CCNC(=S)N1CCn2c(nc3ccccc32)C1	3%[46.1 µM]	3%	3%	0%	-7%	0	-5%	6%	2.9%	0%
CC1CN(c2cc(=O)n(Cc3ccc(F)cc3)c(=O)[nH]2)CC(C)O1 (stereo not given)	2%	1%	-5%	-2%	-4%	0	2%	8%	-0.7%	3%
O=c1cc(CN2CCN(c3ccccc3O)CC2)nc2sccn12	-3%	-20%	-14%	-4%	1%	-5	-4%	-24%	0.1%	1%
COCCn1c(C)cc(C(=O)CSc2ccc3ccccc3n2)c1C	7%	u	-7%	-2%	u	10	-53%[inhibitor]	82%	0.1%	6%
Cc1cc(C(=O)CSc2nnnn2-c2ccc(O)cc2)c(C)n1C	-3%	u	1%	-1%	-4%	6	-11%	34%	-0.2%	4%
COc1ccccc1Cc1nc(-c2cccnc2)no1	-25%	1%	2%	-3%	2%	14	u	98%	-0.1%	16%
COc1ccc(-c2nc3scc(-c4ccc(OC)c(OC)c4)c3c(=O)o2)cc1	2%	30%	2%	-5%	9%	-4	23%	-1%	0.0%	6%
Cc1cccc(C)c1NC(=S)N1CCCCCC1	-4%	0%	2%	3%	-2%	1	1%	0%	-1.0%	-2%
COc1ccc(CNCC(O)(c2ccccc2)c2ccc(Cl)cc2)cc1 (stereo not given)	-3%	-14%	10%	-3%	-4%	9	-57%[inhibitor]	-44%	0.1%	6%
Cc1c(NS(=O)(=O)c2ccc(N=NN(C)C)cc2)c(=O)n(-c2ccccc2)n1C	-13%	u	1%	-5%	x	-1	u	-1%	-0.3%	5%
Cc1n[nH]c(=O)c2c(NC(=O)CSc3c(Cl)cccc3Cl)oc(C)c12	5%	2%	x	-1%	10%	-1	6%	-15%	-0.2%	21%
CCC(C)NC(=O)NC(=O)CSc1nnc(-c2ccccc2F)n1C1CC1 (stereo not given)	-3%	-15%	6%	-2%	27%	0	-26%	1%	-0.3%	2%
CCOC(=O)c1ccc(S(=O)(=O)Nc2cc(C(=O)O)ccc2Cl)cc1	1%	10%	-7%	1%	-1%	-1	9%	0%	-0.1%	-2%
Cc1cccc(-c2noc(-c3ccc(Cl)cc3[N+](=O)[O-])n2)c1	5%	u	23%	-9%	u	6	8%	1%	-0.4%	2%
CC(C)CCSc1nnc(N)s1	-8%	0%	0%	-3%	4%	-1	25%	27%	-0.4%	15%
CCOc1cc(Cl)c(S(=O)(=O)NCc2ccccn2)cc1Cl	x	-8%	14%	3%	0%	12	4%	-10%	-0.4%	1%
Cc1cnc(C(=O)OCC(=O)Nc2oc(-c3ccccc3)c(-c3ccccc3)c2C#N)cn1	-2%	16%	-19%	-1%	-3%	5	-15%	-52%	-0.1%	1%
Cc1cc(C(=O)CSc2nnnn2-c2ccc(O)cc2)c(C)n1Cc1ccc2c(c1)OCO2	-5%	18µM*	28%	-8%	16%	0	-23%	-46%	-0.5%	0%
CNc1c(NS(=O)(=O)c2cc(Cl)ccc2OC)c(=O)oc2ccccc12	6%	-24%	-6%	-4%	-7%	6	-33%	-25%	-0.3%	0%
Cn1cc2cc([N+](=O)[O-])ccc2n1	0%	-7%	7%	-1%	3%	6	7%	-2%	0.2%	2%
O=C(O)c1ccc(N/N=C/C=C/c2ccccc2)cc1	1%	u	-5%	3%	4%	3	-68%[inhibitor]	45%	0.6%	7%
O=C(N/N=C/c1cccnc1)c1cc2ccccc2cc1O	1%	u	17%	-1%	5%	5	4%	73%	0.7%	10%
CCOc1ccc(S(=O)(=O)N(C)CC(=O)NCc2ccccn2)cc1	-40%	21%	5%	0%	0%	2	32%	-14%	-0.3%	-6%
CC1=N/C(=C\c2ccccc2Cl)C(=O)O1	8%	x	x	0%	x	x	-3%	5%	x	x
Cc1ccccc1C1=NC(c2ccc(F)cc2F)ON1 (stereo not given)	3%	u	2%	-2%	u	6	-6%	22%	2.3%	0%
CSCCC(NS(=O)(=O)c1cccs1)C(=O)NCc1cccs1 (stereo not given)	-16%	-11%	-10%	-1%	-11%	-1	-10%	-26%	-1.2%	-4%
O=C(O)CSc1nc2ccccc2n1-c1ccccc1	2%	10%	8%	-4%	-3%	-1	1%	-2%	-0.5%	0%
COc1cc(N)ccc1NC(=O)c1cccs1	3%	u	5%	-2%	8%	0	-12%	-18%	0.1%	8%
CN(C)S(=O)(=O)c1cccc(NC(=O)CN2C(=O)NC(Cc3ccccc3)C2=O)c1 (stereo not given)	x	0%	x	-4%	-9%	0	-33%	3%	-0.4%	4%
CCNc1nc(SCCOc2ccc(C)cc2)nc(N(C)C)n1	2%	-20%	4%	-6%	5%	0	0%	-58%	-0.9%	2%
NS(=O)(=O)c1cccc(NC(=O)CCSc2ccc(Cl)cc2)c1	5%[46.1 µM]	2%	19%	0%	0%	u	-9%	-38%	-0.8%	6%
Fc1ccc(Cn2cccc2C2=NC(c3ccccc3)CO2)cc1 (stereo not given)	-8%	27%	10%	0%	u	2	2%	35%	-0.2%	24%
COc1ccc(N2C(=O)CCC(C(=O)N3CCC(C(N)=O)CC3)C2c2ccc(F)cc2)cc1 (stereo not given)	5%	-13%	-2%	-8%	8%	1	23%	0%	-0.4%	3%
CC1(C)NC(=O)N(CC(=O)OCC(=O)Nc2c(Br)cc([N+](=O)[O-])cc2Br)C1=O	-5%	x	x	-2%	x	x	6%	0%	x	x
C/C(=N\OC(=O)c1ccc(F)cc1)c1nccs1	2%	11%	4%	-6%	4%	4	14%	17%	3.3%	3%
Cc1sc2ncnc(SCC(=O)NNC(=O)c3ccco3)c2c1C	2%	-2%	-3%	-1%	-2%	1	13%	-9%	0.0%	-5%
Cc1cc(S(=O)(=O)Nc2ccc(C(=O)N3CCN(c4ccccc4O)CC3)cc2)ccc1F	7%	-6%	1%	x	x	7	-23%	-43%	0.1%	11%

Whole records, looked up by structure:
`CCOc1ccc(S(=O)(=O)N(C)CC(=O)NCc2ccccn2)cc1` reads TCR act: -40%; ELG1 repair inh: 21%; CXXC DNA block: 5%; TSG101-PTAP inh: 0%; p53 reactivation: 0%; TRPV1 ag: 2; Integrin act MD: 32%; BRCA1 expr act: -14%; B2AR arrestin: -0.3%; A-T KAP1 phos: -6%
`Cc1cc(C(=O)CSc2nnnn2-c2ccc(O)cc2)c(C)n1Cc1ccc2c(c1)OCO2` reads TCR act: -5%; ELG1 repair inh: 18µM*; CXXC DNA block: 28%; TSG101-PTAP inh: -8%; p53 reactivation: 16%; TRPV1 ag: 0; Integrin act MD: -23%; BRCA1 expr act: -46%; B2AR arrestin: -0.5%; A-T KAP1 phos: 0%

Remaining list, next part:
SMILES	TCR act	ELG1 repair inh	CXXC DNA block	TSG101-PTAP inh	p53 reactivation	TRPV1 ag	Integrin act MD	BRCA1 expr act	B2AR arrestin	A-T KAP1 phos
O=C(NC1CCN(C(=O)N2CCOCC2)CC1)c1ccccc1	-4%	19%	8%	-4%	u	7	-4%	0%	-0.4%	x
COC(=O)C1=C(C)N(CCc2ccc(OC)c(OC)c2)C(=O)/C1=C\N(C)C	-8%	-10%	0%	-10%	0%	0	-2%	0%	0.0%	0%
CCOCC(=O)Nc1c(C(=O)OCC)oc2ccccc12	1%	-3%	-2%	-6%	-4%	-3	-60%[inhibitor]	16%	-0.2%	1%
COc1cccc(O)c1CN1CCC(C(=O)Nc2ccc(Oc3cccnc3)cc2)CC1	-8%	-1%	74%[activator]	-4%	0%	-1	-43%	-54%	-0.1%	2%
CCOc1ccc(/C=N/NC(=O)C(=O)NCc2ccco2)cc1	-1%[46.1 µM]	15%	4%	-4%	-4%	3	6%	7%	-0.6%	0%
Cc1ccc(NC(=O)c2ccc3c(=O)n4c(nc3c2)CCCCC4)nc1	1%	0%	x	0%	11%	u	9%	66%	0.1%	8%
